EPAC2 ag: agonists of human EPAC2 (RAPGEF4); Q8WZA2; EPAC2 activation, biochemical qHTS; response scale: 100% = 6.5 mM cAMP response; Potency, µM (titrated, usually from 154 µM), for the others: at the top dose activation, most hits filed as activators; hit rate 0.079% among 360,000; AID 720711; note: potency is the fitted concentration of half-maximal effect; nearly all actives have a fitted effect of over 50% in size
Target sequence (Q8WZA2 whole entry, looked up): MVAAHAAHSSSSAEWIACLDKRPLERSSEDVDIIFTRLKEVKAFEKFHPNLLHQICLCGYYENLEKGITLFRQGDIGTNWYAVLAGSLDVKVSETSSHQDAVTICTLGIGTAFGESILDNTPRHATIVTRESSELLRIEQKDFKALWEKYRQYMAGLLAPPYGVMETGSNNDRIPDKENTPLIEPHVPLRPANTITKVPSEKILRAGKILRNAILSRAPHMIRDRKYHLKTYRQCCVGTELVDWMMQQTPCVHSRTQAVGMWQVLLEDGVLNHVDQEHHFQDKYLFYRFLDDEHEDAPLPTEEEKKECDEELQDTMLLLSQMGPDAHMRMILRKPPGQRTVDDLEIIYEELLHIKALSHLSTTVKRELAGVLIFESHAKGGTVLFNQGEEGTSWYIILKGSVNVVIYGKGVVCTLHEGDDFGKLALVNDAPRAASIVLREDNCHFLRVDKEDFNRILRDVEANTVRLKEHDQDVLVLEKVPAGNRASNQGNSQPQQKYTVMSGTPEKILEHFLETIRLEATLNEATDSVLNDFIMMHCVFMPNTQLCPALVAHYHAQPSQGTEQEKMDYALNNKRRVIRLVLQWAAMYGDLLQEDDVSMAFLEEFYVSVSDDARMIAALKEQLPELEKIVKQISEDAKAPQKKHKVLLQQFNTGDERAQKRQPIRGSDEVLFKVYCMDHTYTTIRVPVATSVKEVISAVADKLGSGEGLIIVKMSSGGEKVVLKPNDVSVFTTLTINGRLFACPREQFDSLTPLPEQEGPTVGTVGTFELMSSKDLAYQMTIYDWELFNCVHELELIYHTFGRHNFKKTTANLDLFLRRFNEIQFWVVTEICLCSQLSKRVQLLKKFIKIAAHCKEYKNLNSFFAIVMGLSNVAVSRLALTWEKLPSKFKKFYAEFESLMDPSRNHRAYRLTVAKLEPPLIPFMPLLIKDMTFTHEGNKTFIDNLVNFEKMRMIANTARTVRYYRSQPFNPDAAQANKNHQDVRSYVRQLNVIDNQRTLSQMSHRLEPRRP
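In this primary screen, activation is scored as increased exchange of BODIPY-GDP from Rap1B by 100 nM EPAC2, with 50 uM GDP as competitor. Signal is normalized to the 6.5 mM cAMP agonist control.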
D3 antag: D3 dopamine receptor (human) antagonism; P35462; max response, negative = inhibition, %; D3R cells, DiscoveRx beta-arrestin luminescence, antagonist mode; stronger effect = lower value; hit rate 2.5% among 360,000; in the data active = max response below about -50%; inconclusive = no clear call, values can overlap the other calls; note: % is set by controls: 0 for no effect and ±100 for the full control effect; mostly tested at two doses, the higher about 12 µM
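Cells expressing the human receptor were seeded at 1500 cells/well, incubated overnight at 37 degrees C in 5% CO2, then exposed to library compounds with dopamine controls for 90 minutes at 37 degrees C before luminescent detection.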
Abeta yeast res: compounds reversing amyloid beta toxicity in yeast; yeast expressing A-beta42, growth rescue, OD600, 48 h; response scale: 0% DMSO, 100% iron-clioquinol control; Potency, µM (titrated, usually from 46.1 µM), without a hit: at the top dose growth rescue, actives largely listed as activators; hit rate 0.063% among 410,000; note: potency is the fitted concentration of half-maximal effect; nearly all actives have a fitted effect of over 55% in size
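Yeast A-beta toxicity model in growth medium with pinned compounds, 48 h at 30 C; growth read as absorbance at 600 nm. Normalized to FeCl3/clioquinol equimolar mix (positive) and DMSO (negative).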
FUS suppressor: suppressors of FUS proteinopathy in yeast; Potency, µM (series often up to 76.6 µM), for the others: at the highest dose growth rescue (activation), actives largely listed as activators; hit rate 0.24% among 390,000; S. cerevisiae FUS-expressing, growth rescue, OD600, 24 h;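 note: potency is the fitted concentration of half-maximal effect; plate controls were DMSO vehicle for no effect and reference control for full effect; nearly all actives have a fitted effect of over 55% in size; some results filed as inactive show a strong effect at the top dose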
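FUS-expressing yeast, raffinose-pregrown, induced in 2% galactose minimal medium at OD 0.005; compounds in a dilution series, 24hr at 30C. Growth restoration read as absorbance at 600 nm. CP55940 positive control, DMSO negative.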
aSyn yeast inh: inhibitors of alpha-synuclein toxicity in yeast; Yeast expressing alpha-synuclein, growth rescue, BacTiter-Glo, 24 h; Potency, µM (top dose mostly 46.1 µM), for inactives: at the top dose growth rescue (activation), usual class: activators; hit rate 0.14% among 370,000; note: potency is the fitted concentration of half-maximal effect; % of control where 0% means no effect; nearly all actives have a fitted effect of over 65% in size
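Galactose-induced alpha-syn yeast (OD600=0.02, raffinose-pregrown) + pinned cpd, 24 hr, 30 deg C; growth by BacTiter-Glo luminescence. Growth restoration scores as activation.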
TDP43 rescue: inhibitors of TDP-43 toxicity in yeast. Potency, µM (series often up to 46.1 µM), inactives show at the highest dose growth rescue (activation), hits mostly activators. hit rate 1.8% among 410,000. TDP-43 expressing yeast growth rescue, BacTiter-Glo, 24 h; note: potency is the fitted concentration of half-maximal effect; % of control where 0% means no effect; nearly all actives have a fitted effect of over 50% in size
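Luminescence from BacTiter-Glo reports growth of TDP-43-expressing yeast after 24 hr at 30 deg C with compound. Cells were raffinose-pregrown to mid-log, then seeded in galactose medium at OD600=0.02.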
DRD3 agonist: agonists of human D3 dopamine receptor | P35462 | D3R DiscoveRx beta-arrestin cells, luminescence, 90 min | max activation, % | hit rate 0.58% among 410,000 | AID 652048; in the data active = max activation above about 30%; note: 0% is about no effect; mostly tested at two doses, the higher about 12 µM
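Agonist-mode cell screen: cells plated at 1500/well and incubated overnight at 37 °C, then exposed to library compounds for 90 min at 37 °C. Detection reagent was added for 30–60 min at room temperature, and luminescence was read.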
EPAC2 antag: antagonists of human EPAC2 | EPAC2 GEF exchange of Rap1B-BODIPY-GDP, fluorescence | Potency, µM (top dose mostly 114 µM), for the others: top-dose activity, negative = inhibition, usual class: inhibitors | hit rate 0.18% among 360,000 | AID 720708; note: potency is the fitted concentration of half-maximal effect; % is set by controls: 0 for no effect and ±100 for the full control effect; nearly all actives have a fitted effect of over 45% in size; many of its hits are not listed in these tables
* hit, by the source's call; ? = inconclusive; / = not tested or not shown; & = joins results of further samples; [ ] = remark or other dose. Unless noted, calls come from the whole dose curve; as a rule, active = well fitted curve in the direction sought with a large enough effect; inconclusive = small, poorly fitted or top-dose-only effect, or another doubt; inactive = no such curve, though single readings can be large; an effect the other way counts as inactive or inconclusive.

mol	EPAC2 ag	D3 antag	Abeta yeast res	FUS suppressor	aSyn yeast inh	TDP43 rescue	DRD3 agonist	EPAC2 antag
CC(=O)c1cccc(OC(=O)C2=CC=CN3CCS(=O)(=O)N=C23)c1	15%	4	-6%	7%	-1%[1.84 µM]	8%	4	0%
Cc1ccc(Oc2ccc(-c3nc(N)nc(N)n3)cc2)cc1	21%	21	-51%[inhibitor]	12%	-13%	22%	-9	10%
Nc1nc(NCc2ccco2)nc(Nc2ccccc2)c1[N+](=O)[O-]	5%	9	6%	7%	0%	-16%[1.82 µM]	15	-6%
CC(C)CC(=O)NC(=S)Nc1ccc(NC(=O)c2cccs2)cc1	4%	-1	3%	7%	0%	2%	1	3%
Cc1cc(N/N=C/c2cccc(F)c2)nc(NCc2ccccc2)n1	17%	?	-21%	6%	-10%	0%	-28	-1%
COc1ccc(Cc2n[nH]c(=S)n2N)cc1OC	-4%	9	2%	1%	3%	12%	5	2%
Cc1ccc(-n2cc(-c3ccccc3)[nH]c2=O)cc1F	8%	3	0%	-3%	1%	12%	0	-1%
CCOc1ccc(C(=O)OCC(=O)NCCCc2ccccc2)cc1	4%	-19	6%	18%	-6%	?	1	-11%
O=c1c2cccnc2n(Cc2ccccc2F)c(=O)n1Cc1ccccc1Cl	/	/	-2%	-3%	/	23%	2	/
O=C(O)Cn1nc2c3c(cccc3c1=O)-c1ccccc1-2	6%	-2	-9%	-23%	5%	-21%	1	-8%
CNC(=O)N1c2ccccc2CCc2ccccc21	6%	-1	-13%	-21%	0%	1%	-7	1%
Cc1ccc(N=Nc2c(N)n(-c3ccccc3)[nH]c2=O)cc1	6%	10	-25%	22%	-2%	-12%	4	10%
CCC(CC)C(=O)Nc1ccc2nc(SCC(=O)N3CCCC3)sc2c1	/	/	-31%	-5%	/	-8%	4	/
O=c1ccnc(S/C=C/c2ccccc2)[nH]1	7%	-11	-13%	37%	0%	-14%	-3	1%
CC(C)(C)NS(=O)(=O)c1ccc(NC(=O)Cc2ccccc2[N+](=O)[O-])cc1	12%	-18	-13%	-3%	-2%	-12%	-11	-5%
CN(CCc1ccccc1)C(=O)c1ccc(NC(=O)Cc2cccc(NC(=O)C3CCN(C(=O)CCc4ccccc4)CC3)c2)cc1	7%	18	-3%	?	4%	13%	-6	-14%
CCCc1c(C(=O)N/N=C/c2ccc(-c3ccccc3)cc2)nnn1-c1nonc1N	13%	-13	2%	-16%	-8%	-10%	-7	1%
CCOC(=O)CSc1nnc(-c2cccnc2)n1C	-7%	0	1%	9%	-11%	-6%[0.397 µM]	-9	11%
CN(C)CCOC(=O)c1ccc2[nH]c3c(c2c1)CSCC3	-13%	5	-4%	18%	-3%	4%	-11	-1%
CC(C)CC1C(=O)N(Cc2cn(CCC3OCCO3)nn2)CCS(=O)(=O)N1Cc1ccc(-c2ccc(F)cc2)cc1 (stereo not given)	1%	-6	17%	?	?	?	1	13µM*
O=C(NCc1ccccc1Cl)c1ccc(S(=O)(=O)NCc2ccco2)cc1	1%	-26	2%	20%	-4%	-22%	-16	-7%
CCOc1ncccc1C(=O)OCCCC(=O)c1ccc(Br)cc1	20%	-7	1%	22%	12%	?	-3	?
Cc1ccc(-n2nnnc2-c2cnoc2-c2cccc(F)c2)cc1	18%	-25	1%	13%	6%	14µM*	-6	-2%
Cc1nnc(NC(=O)CCC(=O)NCc2ccco2)s1	2%	-7	13%	6%	1%	8%	5	13%[57.1 µM]
CCOC(=O)c1c(SC)n(-c2ccccc2)c(=S)n(-c2ccccc2)c1=O	8%	-15	?	11%	2%	-4%	9	-2%

Reprinted at random: 2 records from the list, in no set order.
mol	EPAC2 ag	D3 antag	Abeta yeast res	FUS suppressor	aSyn yeast inh	TDP43 rescue	DRD3 agonist	EPAC2 antag
CCCc1c(C(=O)N/N=C/c2ccc(-c3ccccc3)cc2)nnn1-c1nonc1N	13%	-13	2%	-16%	-8%	-10%	-7	1%
CC(=O)c1cccc(OC(=O)C2=CC=CN3CCS(=O)(=O)N=C23)c1	15%	4	-6%	7%	-1%[1.84 µM]	8%	4	0%

Carrying on.
mol	EPAC2 ag	D3 antag	Abeta yeast res	FUS suppressor	aSyn yeast inh	TDP43 rescue	DRD3 agonist	EPAC2 antag
O=C(Nc1ccccc1C(=O)Nc1ccc(Br)cn1)c1ccccc1Cl	22%	-4	-10%	-6%	2%[1.84 µM]	20µM*	-8	-2%
COc1ccc(CNC(=O)c2ccc(NC(=O)N3CCSc4ncccc43)cc2)cc1OC	/	/	-2%	-10%	/	14%	6	/
CCCC(N)CCCCCC(=O)O (stereo not given)	6%	16	-4%	/	0%	15%	2	7%
O=C(N=C1SC2CS(=O)(=O)CC2N1c1ccccc1Cl)C1CCCO1 (stereo not given)	-3%	18	-3%	8%	7%	4%	-5	17%
Cc1onc(-c2ccccc2Cl)c1C(=O)N1CCN(c2ncccn2)CC1	-3%	0	10%	-8%	3%	17%	-6	?
Cc1ccc(CNC(=O)c2sc3nc4n(c(=O)c3c2C)CCCCC4)cc1	/	/	-27%	34%	/	25µM*	0	/
Cc1c(C(=O)Nc2cccc(C(F)(F)F)c2)oc2ccc3c(c12)C(=O)CC(C)(C)O3	/	/	-11%	17%	/	11%	5	/
O=C(CCCN1C(=O)/C(=C\c2ccccc2)SC1=S)Nc1ccccc1O	-3%	0	6%	-13%	7%	-3%	2	1%
Cc1ccc(S(=O)(=O)N(Cc2ccc(F)cc2)Cc2ccco2)cc1	25%	0	-6%	-4%	-8%	-8%	-23	-10%
O=C(COC(=O)c1ccc(O)cc1)Nc1ccc(N2CCCCC2)cc1	4%	27	-4%	31%	-4%	-25%	-1	-5%
C1=C(c2cc3ccccc3cn2)CCCC1	15%	-15	0%	-19%	-3%	-12%	6	-11%
CCOC(=O)c1c(-c2ccccc2)oc2ccc(OCC)cc12	5%	17	1%	13%	6%	0%	14	?
COc1cc(O)c(C(CCN2CCCC2)c2cc(OC)c(OC)c(OC)c2)c(OC)c1 (stereo not given)	7%	-1	-15%	10%	0%	7%	1	12%
COCCNC(=O)CSc1ncnc2sc(-c3ccccc3)cc12	1%	-8	-3%	-6%	0%	0%	1	3%
CCOC(=O)c1cnc2c(C)cc(C)cc2c1Nc1ccc(N2CCOCC2)cc1	/	/	-5%	3%	/	22%	4	/
CC(C)(C)NC(=O)C(c1cccs1)N(CC1CCCO1)C(=O)c1ccc(-c2ccccc2)[nH]1 (stereo not given)	14%	-14	-8%	/	-18%	5%	-5	-11%
O=C(CNC(=O)c1cccs1)OCc1ccc(Br)cc1	12%	3	-13%	4%	8%	28%	2	-10%
CC1CCCC(NC(=O)C2c3ccccc3C(=O)N2Cc2cccs2)C1C (stereo not given)	-8%	2	17%	14%	0%	13%	1	5%
COc1ccc(C)cc1S(=O)(=O)N1CCN(C(=O)c2ncoc2-c2ccc(C)cc2)CC1	2%	5	-7%	-1%	3%	2%	7	-10%
CCOC(=O)C1CCN(C(=O)c2cc(-c3ccncc3)nc3ccccc23)CC1	5%	25	-19%	-17%	-9%	2%	1	-9%
O=C(Nc1cccc(C(F)(F)F)c1)c1csc([C@@H]2O[C@H](CO)[C@@H](O)[C@H]2O)n1	2%	13	-4%	-24%	-1%	0%	4	17%
C[C@H](NC(=O)c1ccco1)C(=O)Nc1cccc([N+](=O)[O-])c1	6%	7	-7%	-13%	0%	6%	0	0%
Cc1cc(C)n(-c2ccc(C(=O)Nc3ccccc3N3CCOCC3)cc2)n1	1%	23	-20%	38%	-23%	?	-8	5%
O=C(O)CCCNS(=O)(=O)c1ccc(NCc2ccccc2)c(C(=O)O)c1	4%	0	-10%	5%	6%	18%	1	2%
Cc1[nH]c2ccccc2c1CC(=O)O	6%	17	21%	34%	2%	-14%	1	2%
COc1ccc(OC)c(CNC(=O)c2ccc(-c3nc(CSc4ccccc4)c(C)o3)cc2)c1	/	/	-15%	44%	/	-2%	-22	/
Cc1ccc(Nc2nc3ccccc3s2)c(C)c1	10%	-18	-28%	20%	-1%	25µM*	-6	-18%
c1ccc(CCc2ccccc2-c2nc(-c3ccccn3)no2)cc1	13%	6	5%	-3%	0%	-8%	0	-7%
CC(=O)Nc1ccc(S(=O)(=O)NCc2ccc(C(=O)NCc3ccc(Cl)cc3)cc2)cc1	2%	-19	-9%&-8%	6%&-10%	-1%	10%&-35%	-9&-11	7%
O=C(c1cccs1)N(Cc1cccc(Cl)c1)C1CCS(=O)(=O)C1 (stereo not given)	-2%	6	15%	1%	2%	23%	2	13%
O=C(Nc1cccc(F)c1)C1CCN(C(=O)c2ccccc2Cl)CC1	-1%	12	6%	4%	-2%	-8%	-8	0%
O=C(Cc1ccccc1)Nn1c(O)c(/C=C2\C=Nc3ccccc32)sc1=S	100µM*	16	23%	-9%	-1%	10%	5	-4%
O=C(O)C1C2C=CC3(CN(C4CCCC4)C(=O)C13)O2 (stereo not given)	21%	-19	-12%	12%	16%	5%	-1	12%
CCN(CC)CCN(C(=O)c1ccc2ccccc2c1)c1nc2ccc(F)cc2s1	9%	-28	-19%	3%	1%	-25%	-19	-4%
CCc1cc2cc(OC)ccc2nc1SCC(=O)NNC(=O)c1ccco1	0%	3	1%	3%	8%	10%	0	5%
O=C(C[C@@H]1C/C=C\C[C@H](Cc2ccc(F)cc2)C(=O)OCCNC1=O)NCCO	3%	-26	3%	-19%	-1%	21%	5	8%
N#Cc1nc(-c2ccccc2F)oc1NCCN1CCOCC1	7%	-2	5%	-30%	?	17%	2	9%
Cc1ccc(O)c(-c2[nH]ncc2C(=O)c2ccc(Br)cc2)c1	10%	-2	-11%	8%	26%	-11%	0	?
COc1ccc(NC(=O)N2CCN(c3cccc(C(F)(F)F)c3)CC2)cc1	1%	?	-9%	20%	-6%	12%	-3	14%
C/C(CC(=O)Nc1cccc(Cl)c1C)=N\NC(=O)C(=O)NCC(C)C	3%	6	-3%	24%	-1%	6%	2	22%
O=C(Cn1nnc(-c2cccc(C(F)(F)F)c2)n1)NC1CCCC1	-11%	-1	22%	-22%	6%	6%	-1	-1%
CCCc1cc(=O)[nH]c(SCc2nc(-c3ccccc3)no2)n1	/	/	5%	-9%	/	3%	-9	/
Cc1oc(-c2cccs2)nc1CN1CCN(CCC(C)C)C(CCO)C1 (stereo not given)	-5%	-14	-23%	8%	1%	-2%	-9	8%

Screens deposited in PubChem by National Center for Advancing Translational Sciences (NCATS).

Some of the compounds tested; count on the stated rates, not on these rows.
